MEP2-GFP yeast – alters MEP2-GFP fluorescence in TOR pathway yeast screen. S. cerevisiae MEP2-GFP strain, flow cytometry GFP, 3 h; 100% = DMSO control level. AID 2016. 0.51% of 330,000 active. GFP response vs DMSO, % at 10 µM;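 active = GFP response versus DMSO above a set limit, roughly screen mean plus 3 SD, cut at about 180% in these data; inconclusive = fewer than 70 cells counted for a yeast strain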;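 also: median GFP fluorescence of the barcode-gated MEP2-GFP cells per well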
RPL19A TOR yeast – yeast TOR pathway RPL19A-GFP modulation. S. cerevisiae RPL19A-GFP strain, flow cytometry, 3 h; active compounds read low. percent response vs DMSO, % at 10 µM. 0.3% of 330,000 active;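 active = percent response vs DMSO below 50%; inconclusive = fewer than 70 events counted for the yeast strain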;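 also: median channel GFP fluorescence of the barcoded RPL19A-GFP strain; ratio of sample median GFP to plate DMSO average so 100% = DMSO; lower means less RPL19A-GFP as with rapamycin TOR inhibition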
LAP4 TOR yeast – yeast TOR pathway LAP4-GFP modulation. S. cerevisiae LAP4-GFP multiplex, flow cytometry GFP, 3 h; median GFP as percent of DMSO wells. GFP response vs DMSO, % at 10 µM. 0.34% of 320,000 active;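 active = GFP response vs DMSO above a set limit, about the screen mean plus 3 SD, cut at about 150% in these data; inconclusive = under 70 cell events counted for the yeast strain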
Yeast superoxide – lowers age-related superoxide in aged yeast cells. S. cerevisiae aged cells, superoxide DHE fluorescence; active compounds read low. 0.18% of 330,000 active. superoxide response (% of plate mean), % at 10 µM;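 active = superoxide response under a set limit, about three screen SD below normal, cut at about 65% in these data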;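 also: yeast aged for seven days with compound at 30 °C before DHE staining; 100% = average MFI of all compound-treated wells on the plate with controls excluded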
proCasp3 act – procaspase-3 (human) activation; activation, % at 8.5 µM; P42574; recombinant procaspase-3 D3A, Ac-DEVD-pNA absorbance 405 nm; 0.11% of 330,000 active;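 active = activation above the mean of all tested compounds plus 3 SD, cut at about 21% in these data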;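 also: 0% = DMSO alone and 100% = DMSO wells spiked with extra 5 µM PC-3 D3A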
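Assay system: Procaspase-3 D3A mutant, all three cleavage aspartates alanine. Buffer or medium: Zinc-free HEPES saline buffer with Triton X-100. Times: 1 h compound preincubation, 2 h substrate hydrolysis at 25 °C. Measured by: 405 nm absorbance of p-nitroaniline, reads at 0 and 120 min. Read-out basis: percent activation relative to control range. Replicates: singlicate.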
GASC-1 inh – blocks human GASC-1 demethylase activity; inhibition, % at 2.35 µM; Q9H3R0; GST-JMJD2C(1-420) H3K9me3 demethylation, DELFIA europium; 0.069% of 330,000 active;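 active = more than half of a compound's replicate wells show inhibition beyond 50%, single wells judged on their own value; inconclusive = some, but no more than half, of replicates pass 50% inhibition; inactive = no replicate passes 50% inhibition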;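 also: signal counts dimethyl H3K9 product captured on neutravidin plate; 0% = median of DMSO wells and 100% = 0.3 times that DMSO median; strong numbers were not always called active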
AHR act – activates the human aryl hydrocarbon receptor. P35869. AHR-responsive luciferase reporter cells, luminescence. activation, % at 5 µM. 2.5% of 320,000 active; in the data active = activation above about 47%;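 also: 0% = vehicle wells and 100% = reference agonist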
Target sequence (P35869 whole entry, looked up): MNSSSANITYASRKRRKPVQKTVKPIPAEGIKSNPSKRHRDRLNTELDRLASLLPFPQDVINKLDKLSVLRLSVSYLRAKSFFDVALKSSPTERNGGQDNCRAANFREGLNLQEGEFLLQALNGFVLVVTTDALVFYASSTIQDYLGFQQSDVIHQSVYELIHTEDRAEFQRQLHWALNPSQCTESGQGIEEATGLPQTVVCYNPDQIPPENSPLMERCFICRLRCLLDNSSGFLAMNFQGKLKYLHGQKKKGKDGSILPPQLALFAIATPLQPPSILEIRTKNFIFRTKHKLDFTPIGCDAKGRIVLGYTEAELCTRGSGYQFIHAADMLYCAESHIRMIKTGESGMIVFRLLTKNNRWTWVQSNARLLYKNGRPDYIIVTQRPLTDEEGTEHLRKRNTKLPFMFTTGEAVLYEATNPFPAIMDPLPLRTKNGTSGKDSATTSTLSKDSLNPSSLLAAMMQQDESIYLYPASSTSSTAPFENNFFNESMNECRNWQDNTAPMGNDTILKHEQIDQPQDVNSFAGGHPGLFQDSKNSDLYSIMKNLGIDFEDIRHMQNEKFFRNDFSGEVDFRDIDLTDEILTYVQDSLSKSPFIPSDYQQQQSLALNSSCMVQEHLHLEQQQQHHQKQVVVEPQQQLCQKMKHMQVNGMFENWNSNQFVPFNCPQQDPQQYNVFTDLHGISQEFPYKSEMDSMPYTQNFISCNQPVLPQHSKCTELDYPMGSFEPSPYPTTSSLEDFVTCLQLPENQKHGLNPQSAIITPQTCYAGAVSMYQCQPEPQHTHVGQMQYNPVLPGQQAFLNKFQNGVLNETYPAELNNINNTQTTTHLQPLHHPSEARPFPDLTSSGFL
proCasp7 act – counter-screen: procaspase-7 (human) activation | 0.093% of 330,000 active | P55210 | activation, % at 8.5 µM | recombinant procaspase-7, Ac-DEVD-pNA absorbance 405 nm; D23A/D198A/D206A triple mutant, cannot self-cleave; scale: DMSO 0, 5 µM enzyme 100 | AID 463210;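 active = percent activation above the screen-wide mean plus 3 SD, cut at about 25% in these data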
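Assay system: Uncleavable procaspase-7 mutant enzyme / Input: 2 µM procaspase-7 mutant as dispensed / Dosing: single nominal 8.5 µM compound dose, 0.8% DMSO final / Timing: 1 h enzyme–compound preincubation and 2 h substrate reaction, both 25 °C / Detection: p-Nitroaniline absorbance at 405 nm, read at 0 and 120 min / Replication: singlicate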
An asterisk follows results filed as active; ? = inconclusive; / = no result given; & = joins results of further samples; [ ] = dose if it differs, or a comment.

entry	Molecule	MEP2-GFP yeast	RPL19A TOR yeast	LAP4 TOR yeast	Yeast superoxide
1	CC1=CC(C)(C)NC(=S)N1c1ccc2ccccc2c1	107	97	104	80
2	CN1CCN(C(=O)C2=C[C@H](c3ccc(Br)cc3)C[C@H](OCCCCO)O2)CC1	89	98	141	106
3	COc1ccc(N2C(=O)CCC(C(=O)N3CCN(c4ccccn4)CC3)C2c2ccc(F)cc2)cc1 (stereo unspecified)	95	97	98	109
4	Cc1nc2ccc([N+](=O)[O-])cc2c(=O)n1Cc1cccc(Br)c1	110	107	88	99
5	Cc1ccc(-c2nc(CN(C)Cc3ccc4nccnc4c3)c(C)o2)s1	101	98	121	90
6	Cc1ccc(C)c(NC2=NCC(=O)N2C2CCCCC2)c1	104	102	104	107
7	Cc1cc(C)c(S(=O)(=O)N2CC=C(c3ccccc3)CC2)c(C)c1	104	100	106	101
8	Cc1ccccc1CSc1nnc(NC(=O)Cc2cccs2)s1	94	102	83	98
9	COc1ccc(-c2csc(NC(=O)C3CCCCN3S(=O)(=O)c3ccccc3)n2)cc1 (stereo unspecified)	101	100	120	89
10	COc1ccc(N2CCN(C(=O)C3CCCN(S(=O)(=O)c4ccc5c(c4)oc(=O)n5C)C3)CC2)cc1 (stereo unspecified)	83	94	84	130

entry	proCasp3 act	GASC-1 inh	AHR act	proCasp7 act
1	4	-5	-5	-5
2	0	1	-2	-10
3	5	-21	4	7
4	-1	-7	5	3
5	0	-6	4	7
6	7	1	1	3
7	7	8	0	12
8	-9	2	1	4
9	-2	-1	1	-1
10	-1	4	1	11

Screen by screen, from the results shown:
LAP4 TOR yeast, entries 1 to 8 → 104, 141, 98, 88, 121, 104, 106, 83

(further entries)
entry	Molecule	MEP2-GFP yeast	RPL19A TOR yeast	LAP4 TOR yeast	Yeast superoxide
11	COc1cccc(CN(C)C(=O)c2cc(S(=O)(=O)NC3CCCCC3)ccc2C)c1	95	94	98	91
12	CCCC(C(=O)N(C)CC(=O)Nc1ccc(N2CCOCC2)cc1)c1ccccc1 (stereo unspecified)	89	86	91	99
13	O=C1CN(C(=O)NCCC(=O)NC2CCCCC2)c2ccccc2N1	92	95	96	93
14	CN(CC(=O)Nc1c(Cl)cccc1Cl)CC(=O)N(C)C1(C#N)CCCCC1	107	101	96	95
15	Cc1cc(-n2c(C)cc(C(=O)CSc3ncnc4ccccc34)c2C)no1	102	96	93	96
16	CCCn1nc(NC(=O)c2ccco2)c2cc3ccc(C)cc3nc21	101	95	113	96
17	Clc1ccccc1Cn1nc(-c2ccccc2)nc1-c1ccccc1	107	104	93	91
18	Cc1ccc(-c2cn(-c3ccccc3)c(SCC(N)=O)n2)cc1C	108	102	105	105
19	CCOC(=O)c1sc(NC(=O)CCN2CCN(C)CC2)c(C(=O)OCC)c1C	107	103	100	97
20	CC(C)(C)c1ccc(C(=O)N2CCN(C(=O)C3CCCCC3)CC2)cc1	106[may fluoresce green]	93[may fluoresce green]	101[may fluoresce green]	97

entry	proCasp3 act	GASC-1 inh	AHR act	proCasp7 act
11	4	10	1	8
12	12	-1	6	6
13	6	-14	8	-4
14	8	13	-1	11
15	-14	3	4	-11
16	5	1	14	-5
17	3	-2	2	2
18	-2	0	18	-9
19	-4	7	-5	4
20	-2	3	2	0

Ordered by formula weight (ascending): twelve of the compounds above.
entry	Molecule	MEP2-GFP yeast	RPL19A TOR yeast	LAP4 TOR yeast	Yeast superoxide
6	Cc1ccc(C)c(NC2=NCC(=O)N2C2CCCCC2)c1	104	102	104	107
16	CCCn1nc(NC(=O)c2ccco2)c2cc3ccc(C)cc3nc21	101	95	113	96
18	Cc1ccc(-c2cn(-c3ccccc3)c(SCC(N)=O)n2)cc1C	108	102	105	105
7	Cc1cc(C)c(S(=O)(=O)N2CC=C(c3ccccc3)CC2)c(C)c1	104	100	106	101
13	O=C1CN(C(=O)NCCC(=O)NC2CCCCC2)c2ccccc2N1	92	95	96	93
8	Cc1ccccc1CSc1nnc(NC(=O)Cc2cccs2)s1	94	102	83	98
12	CCCC(C(=O)N(C)CC(=O)Nc1ccc(N2CCOCC2)cc1)c1ccccc1 (stereo unspecified)	89	86	91	99
14	CN(CC(=O)Nc1c(Cl)cccc1Cl)CC(=O)N(C)C1(C#N)CCCCC1	107	101	96	95
19	CCOC(=O)c1sc(NC(=O)CCN2CCN(C)CC2)c(C(=O)OCC)c1C	107	103	100	97
11	COc1cccc(CN(C)C(=O)c2cc(S(=O)(=O)NC3CCCCC3)ccc2C)c1	95	94	98	91
9	COc1ccc(-c2csc(NC(=O)C3CCCCN3S(=O)(=O)c3ccccc3)n2)cc1 (stereo unspecified)	101	100	120	89
10	COc1ccc(N2CCN(C(=O)C3CCCN(S(=O)(=O)c4ccc5c(c4)oc(=O)n5C)C3)CC2)cc1 (stereo unspecified)	83	94	84	130

entry	proCasp3 act	GASC-1 inh	AHR act	proCasp7 act
6	7	1	1	3
16	5	1	14	-5
18	-2	0	18	-9
7	7	8	0	12
13	6	-14	8	-4
8	-9	2	1	4
12	12	-1	6	6
14	8	13	-1	11
19	-4	7	-5	4
11	4	10	1	8
9	-2	-1	1	-1
10	-1	4	1	11

Continued.
entry	Molecule	MEP2-GFP yeast	RPL19A TOR yeast	LAP4 TOR yeast	Yeast superoxide
21	COCCn1c(=O)[nH]c(=O)c2cc(C(=O)c3cc(Cl)ccc3O)cnc21	95	102	102	100
22	O=C(c1cnccn1)N(Cc1ccco1)C1(C(=O)NC2CCCCC2)CCCCC1	109	105	96	99
23	O=C(NN=C1c2ccccc2-c2ccccc21)c1ccccc1Br	109	104	115	94
24	CC1(C)CC(CC(=O)O)CC(C)(C)N1	102	101	100	84
25	CSCC[C@H](NC(=O)N1CCn2c1nc1ccccc12)C(=O)NCc1ccc(F)cc1	93	94	91	101
26	CCCc1noc2c1C(c1ccoc1)C(C#N)=C(N)N2 (stereo unspecified)	96	97	101	103
27	CNC(=O)c1ccc(NC(=O)CC2SC(N3CCCC3)=NC2=O)cc1 (stereo unspecified)	111	101	103	91
28	CCOC(=O)C1CCN(C(=O)CN(c2cc(OC)ccc2OC)S(=O)(=O)c2ccccc2)CC1	99	96	97	82
29	Cc1nc(Nc2ccccc2)[nH]c(=O)c1CCC(C)C	94	95	93	90
30	CCOC(=O)c1cnc(SCC#N)nc1N	119	107	120	102

entry	proCasp3 act	GASC-1 inh	AHR act	proCasp7 act
21	2	18	1	3
22	2	12	1	2
23	-4	?	41	-1
24	8	-19	0	-5
25	7	-13	6	7
26	4	6	2	2
27	3	-1	-1	0
28	-6	123&7	-3	2
29	3	-13	-5	17
30	3	-12	1	3

Whole records, looked up by structure. Values in the order: MEP2-GFP yeast, RPL19A TOR yeast, LAP4 TOR yeast, Yeast superoxide, proCasp3 act, GASC-1 inh, AHR act, proCasp7 act
Listed for CSCC[C@H](NC(=O)N1CCn2c1nc1ccccc12)C(=O)NCc1ccc(F)cc1 → 93, 94, 91, 101, 7, -13, 6, 7
Listed for Cc1nc(Nc2ccccc2)[nH]c(=O)c1CCC(C)C → 94, 95, 93, 90, 3, -13, -5, 17

Later entries
entry	Molecule	MEP2-GFP yeast	RPL19A TOR yeast	LAP4 TOR yeast	Yeast superoxide
31	Cc1ccc(-n2ncc3c(=O)n(Cc4ccccn4)cnc32)cc1C	101	96	97	105
32	Clc1cc(Br)ccc1OCCOCCN1CCOCC1	105	98	100	94
33	CC(=O)Nc1nc2cccc([N+](=O)[O-])c2s1	93	96	107	113
34	Cc1cc(C)cc(OCC(=O)Nc2ccc3c4c(cccc24)CC3)c1	110	108	/	96
35	COc1cc(NS(=O)(=O)c2ccc(F)cc2)c(OC)cc1NC(C)=O	114	105	105	95
36	CC(NC(=O)C(C)N1CCN(Cc2ccccc2)CC1)c1ccc(F)cc1 (stereo unspecified)	89	90	94	96
37	Cc1nn(Cc2ccccc2)c(C)c1C(=O)NCCN1C(=O)S/C(=C\c2ccccc2)C1=O	106	96	104	108
38	COc1nccnc1NS(=O)(=O)c1ccc(NC(=S)NC(=O)c2ccc(F)cc2)cc1	102	105	108	117
39	O=C(Nc1ccccc1)c1cccc(N2C(=O)CCC2=O)c1	106	102	107	99
40	CCSc1nnc(N2C(=O)c3ccc(C(=O)c4ccc(C(=O)O)cc4)cc3C2=O)s1	111	101	91	96

entry	proCasp3 act	GASC-1 inh	AHR act	proCasp7 act
31	-1	2	6	9
32	4	6	8	4
33	9	-1	3	11
34	1	16	3	-1
35	1	12	-1	9
36	3	5	-1	-5
37	3	-1	18	9
38	-14	-4	1	-14
39	-2	0	4	14
40	0	-8	0	6

(list continues)
entry	Molecule	MEP2-GFP yeast	RPL19A TOR yeast	LAP4 TOR yeast	Yeast superoxide
41	Cc1nn(C)c(NC(=O)c2ccc(Cl)cc2Cl)c1Br	97	101	108	81
42	Cc1ccc2nc3sc(C(=O)N4CCCc5ccccc54)c(N)c3cc2c1	99	98	98	109
43	Cc1cc(-c2nnc(SCC(=O)Nc3ccc(S(N)(=O)=O)cc3)n2N)n[nH]1	101	97	96	85
44	Cc1ccc(/C(O)=C2/C(=O)C(=O)N(c3ccccn3)C2c2ccc(F)cc2)cc1 (stereo unspecified)	89	106	92	101
45	O=C(NCc1ccc(OC(F)(F)F)cc1)c1cccc2c1C(=O)c1ccc(N3CCCC3)cc1S2(=O)=O	96	101	100	123
46	C=CCn1c(SCC(=O)c2cccs2)nc2sc(C)c(C)c2c1=O	96	102	102	113
47	CCOc1ccc(NC(=O)c2ccccc2O)cc1	100	97	111	95
48	CN1CCN(C(=S)Nc2cccc(C(F)(F)F)c2)CC1	103	106	98	84
49	COc1ccc(CCNC(=O)CN(c2ccccc2)S(C)(=O)=O)cc1	88	84	88	99

entry	proCasp3 act	GASC-1 inh	AHR act	proCasp7 act
41	6	47	0	10
42	5	-2	7	3
43	-1	2	2	-5
44	-12	-3	-6	0
45	0	4	3	-8
46	-1	4	-3	-8
47	3	-4	1	-1
48	-5	-72	8	-1
49	1	9	1	6
